Assay outcomes (PubChem BioAssay)
RXFP1 antagonist: antagonists of human relaxin receptor RXFP1; HEK293-RXFP1, relaxin-stimulated cAMP HTRF, 30 min; active compounds read low; hit rate 0.59% among 350,000; activity change, negative = inhibition, % at 57.5 µM; AID 1259400; Q9HBX9;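 active = activity change of -60% or lower, but not beyond a set lower limit; inconclusive = change between -60% and -40%, or beyond the set limit; inactive = change above -40%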; note: % is set by controls: 0 for no effect and ±100 for the full control effect
RXFP1 ag: activates the human relaxin receptor RXFP1; Q9HBX9; HEK293T-RXFP1 cAMP TR-FRET, 30 min; response scale: percent of porcine relaxin response, buffer zero; Potency, µM (doses to about 57.5 µM), inactives show at the top dose activation, most hits filed as activators; hit rate 0.3% among 370,000; AID 2676; note: potency is the fitted concentration of half-maximal effect; % is set by controls: 0 for no effect and ±100 for the full control effect; nearly all actives have a fitted effect of over 60% in size; many of its hits are not listed in these tables
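HEK293 cells stably expressing RXFP1, treated 30 min at 37C with compounds plus PDE4 inhibitor Ro 20174; cAMP measured by HTRF TR-FRET. Normalized to buffer and 29 nM porcine relaxin; EC50 by Hill fit.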
Glioma ERSR ind: ER stress response induction in glioma; U87-MG GRP78 promoter luciferase reporter, 16 h; Potency, µM, without a hit: at the highest dose activation, most hits filed as activators; hit rate 0.02% among 420,000; note: potency is the fitted concentration of half-maximal effect; series mostly up to about 76 µM; % of control where 0% means no effect; nearly all actives have a fitted effect of over 35% in size
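ERSR induction read as luciferase luminescence (Bright-Glo, 10 min at room temperature) in stably transfected human U87-MG glioma cells exposed to compounds for 16 h, using GRP78 as sensor.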
Vif-A3G inh: blocks the Vif interaction with human APOBEC3G | Q9HC16 | HeLa A3G-eYFP + Vif (tagged APOBEC3G with the HIV-1 protein that degrades it), YFP fluorescence, overnight | Potency, µM (series often up to 46.1 µM), for inactives: at the highest dose activity, negative = active, most hits filed as inhibitors | hit rate 0.076% among 410,000 | AID 602310;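 note: potency is the fitted concentration of half-maximal effect; % is set by controls: 0 for no effect and ±100 for the full control effect; nearly all actives have a fitted effect of over 60% in size; hits raise eYFP signal because A3G escapes Vif-driven loss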
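Read-out is eYFP fluorescence (Ex 488/Em 500-530) from Vif-expressing HeLa A3G-eYFP cells; more signal means A3G escaped Vif-mediated degradation. Cells plated overnight, compound pinned in, incubated overnight at 37 deg C.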
D1 agonist: activates the human D1 dopamine receptor | P21728 | HEK293 T-REx D1 cells, calcium flux, agonist mode | activation, % at 2 µM | hit rate 1% among 360,000 | AID 504660; in the data active = activation above about 30%; note: 0% is about no effect
Target sequence (P21728 whole entry, looked up): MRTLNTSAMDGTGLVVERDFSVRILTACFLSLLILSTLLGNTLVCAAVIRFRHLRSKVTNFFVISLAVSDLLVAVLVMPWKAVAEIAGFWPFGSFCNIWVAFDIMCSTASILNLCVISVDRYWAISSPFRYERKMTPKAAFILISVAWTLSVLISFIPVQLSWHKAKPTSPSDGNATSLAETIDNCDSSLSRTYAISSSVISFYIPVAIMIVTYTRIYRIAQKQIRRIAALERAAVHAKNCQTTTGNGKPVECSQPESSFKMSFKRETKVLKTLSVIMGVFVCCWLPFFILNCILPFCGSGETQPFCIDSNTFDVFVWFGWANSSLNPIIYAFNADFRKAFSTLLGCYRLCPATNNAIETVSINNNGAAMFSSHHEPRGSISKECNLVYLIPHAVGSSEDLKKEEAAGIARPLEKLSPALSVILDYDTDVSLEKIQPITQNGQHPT
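Inducible HEK293 T-REx D1 cells, force-coupled to calcium signalling, were plated at 4000 cells/well with tetracycline and held overnight at 30 C. After no-wash calcium dye loading, compound-evoked calcium rise over 180 s flagged agonists.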
D1 potentiator: potentiators of human D1 dopamine receptor | potentiation, % at 10 µM | HEK293 TREx D1 cells, calcium flux, dopamine EC20 potentiation | hit rate 0.036% among 360,000 | P21728; in the data active = potentiation above about 30%; note: 0% is about no effect
D2 potentiator: positively modulates the human D2 dopamine receptor allosterically; P14416; HEK293 T-REx D2, calcium flux, EC20 dopamine potentiation; potentiation, % at 10 µM; hit rate 0.34% among 340,000; AID 485347;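 active = potentiation over 3 SD above the plate norm, cut at about 30% in these data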; note: 0% is about no effect
Target sequence (P14416 whole entry, looked up): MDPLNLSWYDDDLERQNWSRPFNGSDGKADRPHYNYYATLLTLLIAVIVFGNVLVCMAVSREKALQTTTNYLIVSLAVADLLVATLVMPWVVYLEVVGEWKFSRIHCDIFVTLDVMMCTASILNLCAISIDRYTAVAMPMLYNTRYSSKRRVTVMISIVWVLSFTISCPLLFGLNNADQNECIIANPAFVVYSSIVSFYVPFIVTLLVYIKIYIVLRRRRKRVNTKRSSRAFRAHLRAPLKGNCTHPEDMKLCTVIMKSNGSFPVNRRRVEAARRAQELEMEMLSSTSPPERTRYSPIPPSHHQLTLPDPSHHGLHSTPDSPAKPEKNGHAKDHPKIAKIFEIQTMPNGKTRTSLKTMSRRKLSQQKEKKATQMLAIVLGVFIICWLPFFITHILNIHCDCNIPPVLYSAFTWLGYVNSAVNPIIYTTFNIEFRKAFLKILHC
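Potentiation of an EC20 dopamine calcium response measured kinetically over 180 s, after a preceding 180 s compound-only read flagging agonists. Cells: inducible Hek293 Trex D2 line, 4000/well, cultured overnight at 30 C before dye loading.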
D1 antagonist: human D1 dopamine receptor antagonism; P21728; activity change, negative = inhibition, % at 10 µM; HEK293 TREx D1 cells, calcium flux, dopamine EC80; active compounds read low; hit rate 3.2% among 360,000; in the data active = activity change below about -30%; note: % is set by controls: 0 for no effect and ±100 for the full control effect
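Allosteric or orthosteric antagonism assessed as attenuation of the calcium response to EC80 dopamine, added 180 s after compound, in induced HEK293 Trex D1 cells loaded with no-wash calcium dye.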
Vif-A3F inh: inhibitors of Vif-A3F interaction. HeLa A3F-eYFP + Vif (tagged APOBEC3F with the HIV-1 protein that degrades it), YFP fluorescence increase. Potency, µM (highest dose often 46.1 µM), inactives show at the highest dose activity, negative = active. hit rate 0.2% among 390,000. AID 602313; note: potency is the fitted concentration of half-maximal effect; % of control where 0% means no effect; nearly all actives have a fitted effect of over 65% in size
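Fluorescence increase (Ex 488/Em 500-530) after overnight compound treatment at 37 deg C flags inhibition of Vif-driven A3F-eYFP loss in stable HeLa A3F-eYFP/Vif cells seeded overnight beforehand.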
* hit, by the source's call; ? = inconclusive; / = no result given. Unless noted, calls come from the whole dose curve; as a rule, active = well fitted curve in the direction sought with a large enough effect; inconclusive = small, poorly fitted or top-dose-only effect, or another doubt; inactive = no such curve, though single readings can be large; an effect the other way counts as inactive or inconclusive. This is a subset; rates above refer to the full screens.

Second line of a record – D2 potentiator	Vif-A3G inh	RXFP1 antagonist	RXFP1 ag	Glioma ERSR ind	D1 antagonist	D1 potentiator	D1 agonist	Vif-A3F inh
1: COc1ccc(C(C(=O)NCC2CCCO2)N(Cc2cccs2)C(=O)c2snc(C(N)=O)c2N)cc1 (configuration not stated)
    5	-1%	-9	-3.2%	-2%	7	-6	1	-1%
2: Cc1ccc(C)c(N(C)C(=O)c2ccc3c(=O)n4c(nc3c2)CCCCC4)c1
    -8	0%	-102*	-3.1%	-5%	-13	-4	0	-8%
3: O=C(OC1CCS(=O)(=O)c2sccc21)c1ccccc1 (configuration not stated)
    5	-1%	3	-1.2%	-6%	-6	0	3	0%
4: COc1ccc(CN(C)C(=O)c2cc(S(=O)(=O)NCc3ccccc3)ccc2C)c(OC)c1
    10	-1%	?	0.7%	-5%	-21	0	5	1%
5: NC(N)=N/N=C/c1ccccc1OC(F)F
    -7	0%	1	0.1%	-7%	-14	-10	0	?
6: CC(=O)NN1C(=O)/C(=C\c2ccc(O)cc2)SC1=S
    11	0%	7	1.5%	2%	-8	-4	15	-8%
7: N#C/C(C(=O)N1CCOCC1)=C1/SC(Cc2ccc(F)cc2)C(=O)N1c1ccccc1 (configuration not stated)
    -4	-4%	-18	2.3%	-3%	9	-2	2	0%
8: Cc1cc(C)c(-c2csc(NC(=O)c3cc([N+](=O)[O-])ccc3N3CCOCC3)n2)c(C)c1
    -1	-1%	-25	0.7%	-8%	5	0	1	-11%
9: O=S(=O)(c1ccc(Cl)cc1)n1cnc2ccccc21
    3	-6%	-7	0.3%	2%	7	1	2	2%
10: [O-]/[N+](=C\c1ccc(OC(F)F)cc1)c1ccccc1
    7	1%	-7	1.3%	1%	-10	4	1	-14%
11: O=C(NC1(C(F)(F)F)NC(=O)N(CCc2ccccc2)C1=O)C1CC1 (configuration not stated)
    4	0%	7	1.9%	-4%	14	6	3	1%
12: COc1ccc(-n2c(=O)c3c4c(sc3n(CC(=O)C(C)(C)C)c2=O)CCCC4)c(OC)c1
    5	-1%	-18	-2.6%	1%	-10	0	3	0%
13: O=C(Cc1nc(-c2ccc([N+](=O)[O-])cc2)cs1)Nc1ccccc1
    21	0%	-8	0.0%	-6%	-19	-9	12	-12%
14: Cc1cc(NC(c2nnc(-c3ccccc3)o2)c2ccccc2F)ccc1Br (configuration not stated)
    -12	-15%	-17	-2.0%	-1%	2	-5	5	-4%
15: O=C(COc1cccc(Cl)c1)N/N=C\c1cc2ccccc2nc1Cl
    -15	1%	/	2.8%	-6%	3	-5	0	-3%
16: COc1cc2c(cc1NC(=O)CSc1nc3cc(Cl)ccc3s1)oc1ccccc12
    5	2%	-8	2.3%	-5%	5	0	3	-14%
17: CCNC(=O)OCC12CC3CC(CC(C3)C1)C2
    -2	0%	-3	-1.3%	-1%	8	2	8	-10%
18: C=CCSc1nc2c(sc3nc(C)cc(C)c32)c(=O)[nH]1
    /	2%	0	4.4%	-4%	/	/	/	7%
19: O=C(N/N=C/C=C\c1ccccc1[N+](=O)[O-])c1cccs1
    -21	1%	-6	0.2%	2%	1	-3	2	0%
20: COc1ccc(CC(C)CC(=O)NCCc2ccc(OC)c(OC)c2)cc1 (configuration not stated)
    4	1%	0	-2.1%	-3%	-75*	-2	1	2%
21: CCOC(=O)c1ccc(NC(=O)c2cc3c(=O)n(C)c4ccccc4c3n2C)cc1
    -1	3%	/	-0.8%	-2%	1	-2	1	-5%
22: COc1ccccc1N1CCN(c2ncc(C(=O)N3CCN(c4cccc(Cl)c4)CC3)c3ccccc23)CC1
    -21	-4%	0	2.0%	-4%	5	-1	7	0%
23: O=C1CCCC2=C1C(c1ccco1)Nc1ccc(C(=O)c3ccccc3)cc1N2 (configuration not stated)
    0	?	-2	0.1%	4%	0	-6	1	1%
24: Cc1cccc(NC(=S)N(CCCN2CCOCC2)C(C)c2cc3ccccc3o2)c1C (configuration not stated)
    /	1%	-3	-0.6%	2%	3	-3	2	1%
25: CCCN(C(=O)c1c(C)oc2ncn(CC(C)C)c(=O)c12)c1ccccc1C
    5	-2%	/	0.4%	-1%	5	1	-1	7%
26: CCN(CC)c1ccc(/C=N/N2CCOCC2)cc1
    2	0%	8	-2.9%	-3%	3	0	0	-6%
27: CSc1nc(-c2ccccc2)nc(NC(=O)c2ccccc2)c1C(C)=O
    -5	-4%	-2	-2.1%	-3%	3	-4	1	-6%
28: Cc1ccc(S(=O)(=O)N2CCOC2CNC(=O)C(=O)NCc2ccc(Cl)cc2)cc1 (configuration not stated)
    -24	0%	-1	3.5%	-2%	-6	-3	6	?
29: COc1cc2c(C(=O)N3CCN(c4cccc(C(F)(F)F)c4)CC3)cn(CC(C)C)c(=O)c2cc1OC
    -5	1%	-17	-1.2%	-3%	14	-6	1	5%
30: O=C(NC1CCCC1)c1ccc(Cl)c(S(=O)(=O)N2CCCCC2)c1
    -6	3%	1	-0.4%	-2%	0	-3	-1	-2%

Continued.
Second line of a record – D2 potentiator	Vif-A3G inh	RXFP1 antagonist	RXFP1 ag	Glioma ERSR ind	D1 antagonist	D1 potentiator	D1 agonist	Vif-A3F inh
31: O=C(CC1SCCNC1=O)Nc1ccccc1Cl (configuration not stated)
    -13	6%	-7	-1.8%	2%	3	-2	1	1%
32: O=C(NC1CCCCC1)C1CCN(c2cnccn2)CC1
    3	2%	16	2.6%	-5%	2	0	0	-5%
33: O=[N+]([O-])c1cccc(S(=O)(=O)NCc2ccncc2)c1
    8	2%	0	-1.6%	1%	-9	-4	4	-28%
34: COc1ccccc1N1CCN(CC(C)N(C(=O)C2CCCCC2)c2ccccn2)CC1 (configuration not stated)
    -23	1%	-7	0.0%	-1%	-3	-5	1	10%
35: CC(C)N1C(=O)CCC1C(=O)NCCc1ccc(Cl)cc1 (configuration not stated)
    -2	6%	/	6.1%	-4%	2	0	0	6%
36: O=C(N/N=C1\CCS(=O)(=O)c2ccc(F)cc21)c1ccc(O)cc1
    10	-7%	2	-5.0%	0%	-8	-4	1	7%
37: O=C(NCCS(=O)(=O)c1ccc(Cl)cc1)c1ccc(F)cc1
    1	-1%	-25	-0.8%	-3%	-5	-1	1	4%
38: O=C(CSc1nnc(-c2ccccc2Cl)o1)Nc1ccc2c(c1)OCCO2
    9	-5%	-2	1.7%	3%	-17	-7	2	-9%
39: COc1ccc(C)cc1S(=O)(=O)N1CCN(c2cccc(Cl)c2)CC1
    -5	-1%	/	-3.7%	-3%	2	-4	0	3%
40: O=C(NCCc1ccccc1)C(=O)c1c[nH]c2ccccc12
    -4	-2%	0	5.1%	1%	-30	-5	5	-2%
41: O=S(=O)(c1ccc(S(=O)(=O)N(Cc2ccco2)Cc2ccccc2Cl)cc1)N1CCCC1
    15	-11%	-14	0.4%	-2%	-8	2	10	2%
42: CCOc1ccc(N(CC(=O)NCCc2ccccc2)C(=O)CCC(=O)Nc2cc(C)ccn2)cc1
    /	1%	8	1.8%	-3%	2	-3	1	7%
43: COc1ccccc1NC(=O)COC(=O)c1ccc(S(=O)(=O)NCc2ccco2)cc1
    10	1%	-6	2.7%	-6%	-5	1	4	5%
44: COc1cccc(N2CCN(Cc3ncc(-c4ccccc4)o3)CC2)c1
    -28	0%	-1	2.6%	-6%	-10	-5	4	-6%
45: O=C(COc1ccc2ccc(=O)oc2c1)Nc1cc([N+](=O)[O-])ccc1F
    4	1%	-16	2.1%	-3%	-7	-4	1	5%
46: C=CCNC(=S)N1CCOCC1
    -5	0%	-13	0.2%	-1%	-3	0	1	3%
47: O=C(NCCN1CCCCC1)Nc1ccc(Cl)cc1
    /	-1%	-3	0.4%	0%	24	-1	5	-4%
48: COc1cccc(-c2cc(C(F)(F)F)n3ncc(C(=O)N4CCc5ccccc5C4)c3n2)c1
    5	-2%	-17	1.9%	-4%	-1	-4	4	-1%
49: O=C(OCc1ccccc1Cl)c1ccc(-n2cnnc2)cc1
    -1	3%	4	4.2%	0%	-36*	-10	20	-7%
50: COC(C(=O)Nc1c(F)cccc1F)c1ccccc1 (configuration not stated)
    -8	-5%	-16	-2.0%	1%	3	-4	0	-1%
51: COc1cc(NC(=O)CN2C(=O)c3ccccc3C2=O)c(C(=O)O)cc1OC
    -3	-22%	/	-2.2%	-2%	7	1	1	4%
52: Cc1nnc(SCC(=O)Nc2nonc2C)s1
    0	1%	-25	-3.0%	-1%	0	/	6	9%

Records listed so far that bear a hit mark in RXFP1 antagonist:
nr	Structure	D2 potentiator	Vif-A3G inh	RXFP1 antagonist	Glioma ERSR ind	D1 antagonist	D1 potentiator	D1 agonist
2	Cc1ccc(C)c(N(C)C(=O)c2ccc3c(=O)n4c(nc3c2)CCCCC4)c1	-8	0%	-102*	-5%	-13	-4	0

By substructure: those above containing four or more nitrogen atoms
Second line of a record – D2 potentiator	Vif-A3G inh	RXFP1 antagonist	RXFP1 ag	Glioma ERSR ind	D1 antagonist	D1 potentiator	D1 agonist	Vif-A3F inh
1: COc1ccc(C(C(=O)NCC2CCCO2)N(Cc2cccs2)C(=O)c2snc(C(N)=O)c2N)cc1 (configuration not stated)
    5	-1%	-9	-3.2%	-2%	7	-6	1	-1%
5: NC(N)=N/N=C/c1ccccc1OC(F)F
    -7	0%	1	0.1%	-7%	-14	-10	0	?
8: Cc1cc(C)c(-c2csc(NC(=O)c3cc([N+](=O)[O-])ccc3N3CCOCC3)n2)c(C)c1
    -1	-1%	-25	0.7%	-8%	5	0	1	-11%
22: COc1ccccc1N1CCN(c2ncc(C(=O)N3CCN(c4cccc(Cl)c4)CC3)c3ccccc23)CC1
    -21	-4%	0	2.0%	-4%	5	-1	7	0%
32: O=C(NC1CCCCC1)C1CCN(c2cnccn2)CC1
    3	2%	16	2.6%	-5%	2	0	0	-5%
34: COc1ccccc1N1CCN(CC(C)N(C(=O)C2CCCCC2)c2ccccn2)CC1 (configuration not stated)
    -23	1%	-7	0.0%	-1%	-3	-5	1	10%
42: CCOc1ccc(N(CC(=O)NCCc2ccccc2)C(=O)CCC(=O)Nc2cc(C)ccn2)cc1
    /	1%	8	1.8%	-3%	2	-3	1	7%
48: COc1cccc(-c2cc(C(F)(F)F)n3ncc(C(=O)N4CCc5ccccc5C4)c3n2)c1
    5	-2%	-17	1.9%	-4%	-1	-4	4	-1%
52: Cc1nnc(SCC(=O)Nc2nonc2C)s1
    0	1%	-25	-3.0%	-1%	0	/	6	9%
